Assay outcomes from PubChem BioAssay.
Neddyl block: blocks human cullin neddylation; P61081+Q13564; TR-FRET cullin neddylation, biochemical; calls only at 25 µM; hit rate 0.58% among 360,000; in the data active means inhibition above about 36%
Rpn11 block: Rpn11 (human) deubiquitinase inhibition; O00487; human 26S proteasome, Ub4-pepOG fluorescence polarization; 20S core pre-blocked with epoxomicin; calls only at 20 µM; hit rate 0.59% among 360,000; AID 588493;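 active means inhibition at 20 µM, scaled to each plate's controls, above about 33%, limit read from the data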
Target sequence (O00487 whole entry, looked up): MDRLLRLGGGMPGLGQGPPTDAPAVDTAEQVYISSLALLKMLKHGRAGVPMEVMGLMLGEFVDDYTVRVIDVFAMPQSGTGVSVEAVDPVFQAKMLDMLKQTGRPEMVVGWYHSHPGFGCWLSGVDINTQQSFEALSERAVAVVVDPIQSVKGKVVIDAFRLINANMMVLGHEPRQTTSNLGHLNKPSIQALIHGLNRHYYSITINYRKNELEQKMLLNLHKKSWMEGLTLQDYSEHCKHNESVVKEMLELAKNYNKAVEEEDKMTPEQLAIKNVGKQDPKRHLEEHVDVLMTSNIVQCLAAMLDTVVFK
Scp1 inh: inhibitors of human Scp-1 phosphatase. Q9GZU7. Recombinant Scp1, phosphopeptide, malachite green phosphate absorbance. inhibition, % at 20 µM. hit rate 0.88% among 340,000. AID 493091;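 active means inhibition above about 50% at 20 µM, limit read from the data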;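 further: plate controls were DMSO wells with enzyme for no effect and wells lacking enzyme for full effect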
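Test system: SCP-1 phosphatase catalytic domain, residues 76-261 | Compound dosing: One concentration, 20 µM, with 1.0% DMSO | Schedule: 45 min room-temperature reaction, 5 min colour, 30 min stabiliser | Detection: Absorbance at 630 nm | Read-out basis: % inhibition of SCP-1 phosphate liberation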
SUMO1 PPI mod: SUMO1-SIM interaction modulation. inhibition, % at 20 µM. hit rate 0.33% among 360,000. SUMO1 binding to a labelled peptide, TR-FRET, 1 h. AID 602429. P63165; in the data active means inhibition above about 37%
Target sequence (P63165 whole entry, looked up): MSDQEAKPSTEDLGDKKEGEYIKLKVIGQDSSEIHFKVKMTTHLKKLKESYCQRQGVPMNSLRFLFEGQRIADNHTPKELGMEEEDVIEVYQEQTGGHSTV
NadD block: blocks S. aureus nicotinate mononucleotide adenylyltransferase | purified NadD enzyme, colorimetric absorbance read-out | inhibition, % at 20 µM | hit rate 0.78% among 360,000; in the data active means inhibition above about 26%; further: some compounds past the cut are filed as inactive
CSN inh: blocks human CSN-mediated cullin deneddylation; AID 651999; inhibition, % at 12.5 µM; Q92905; Purified CSN, SCF-Nedd8-OG deneddylation, fluorescence polarization; hit rate 0.38% among 360,000;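 active means pattern-corrected inhibition above about 35%, with an unprinted fluorescence ratio check between 0.5 and 1.5, limit read from the data, passing the limit was not always enough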;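 further: 0% = enzyme with substrate and 100% = substrate without enzyme; some results filed as inactive read as strong as hits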
Target sequence (Q92905 whole entry, looked up, one chain of several): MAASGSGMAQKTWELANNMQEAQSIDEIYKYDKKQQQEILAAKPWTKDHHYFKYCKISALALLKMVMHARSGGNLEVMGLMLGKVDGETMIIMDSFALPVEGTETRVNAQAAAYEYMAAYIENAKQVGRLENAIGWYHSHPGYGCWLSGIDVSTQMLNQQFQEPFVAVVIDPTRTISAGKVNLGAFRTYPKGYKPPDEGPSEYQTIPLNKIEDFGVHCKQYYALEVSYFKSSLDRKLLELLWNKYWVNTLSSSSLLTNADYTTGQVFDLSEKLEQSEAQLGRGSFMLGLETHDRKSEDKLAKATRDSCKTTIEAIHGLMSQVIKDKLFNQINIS
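Assay system: purified human Csn5 enzyme expressed in HEK293T cells; measure: % inhibition; also added: SCFSkp2-Nedd8OG substrate at 10 nM final; technique: fluorescence polarization; times: reaction 90 min, room temperature; medium: Tris buffer pH 7.5, NaCl, DTT, Tween-20, trehalose, ovalbumin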
LMPTP block: LMPTP (human) inhibition | P24666 | recombinant LMPTP-A, OMFP fluorogenic substrate, fluorescence intensity | inhibition, % at 20 µM | hit rate 0.22% among 360,000;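 active means compounds that cut the enzyme signal by at least half of the control window in the single-dose screen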;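 further: plate controls were DMSO wells with enzyme plus substrate for no effect and substrate without enzyme for full effect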
Target sequence (P24666 whole entry, looked up): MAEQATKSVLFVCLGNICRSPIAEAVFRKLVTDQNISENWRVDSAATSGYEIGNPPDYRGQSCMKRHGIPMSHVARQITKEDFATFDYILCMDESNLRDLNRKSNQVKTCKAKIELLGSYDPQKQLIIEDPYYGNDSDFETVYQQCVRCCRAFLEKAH
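Assay system: LMPTP-A enzyme. Input: 0.625 nM LMPTP-A final. Probe or stimulus: 400 µM OMFP. Compound dosing: single 20 µM dose. Schedule: 50 min dark incubation at room temperature. Detection: fluorescence intensity of OMFP turnover product. Read-out: percent inhibition versus substrate-only and uninhibited controls. Benchmarks: no-enzyme low control, uninhibited high control.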
Rin1 Abl inh: blocks binding of human Rin1 to Abl | inhibition, % at 7.35 µM | TR-FRET Rin1/Abl binding, biochemical | P00519+Q13671 | hit rate 0.4% among 360,000; in the data active means inhibition above about 5%, passing the limit was not always enough
DNMT1 block: DNMT1 (human) enzyme inhibition. P26358. hit rate 0.83% among 360,000. AID 588458. DNMT1 molecular beacon, Hinp1I cleavage, fluorescence. inhibition (reported as % activation of signal), % at 10 µM; in the data active means inhibition above about 50%
STEP block: blocks human striatal-enriched tyrosine phosphatase. inhibition, % at 20 µM. recombinant STEP, OMFP fluorogenic substrate, fluorescence. P54829. hit rate 0.25% among 360,000;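 active means inhibition at 20 µM, scaled per plate between control wells, above about 37%, limit read from the data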;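 further: 0% = DMSO with enzyme and substrate and 100% = substrate only without enzyme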
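System: STEP phosphatase, cell-free reaction; Buffer or medium: Bis-Tris pH 6.0 buffer with DTT, detergent; Incubation: 20 min at room temperature, dark; Measured by: fluorescence, 480/540 nm.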
Starred values were filed as active, the others as inactive; i = inactive; x = no result given; + = active, no number.

SMILES | Neddyl block | Rpn11 block | Scp1 inh | SUMO1 PPI mod | NadD block | CSN inh | LMPTP block | Rin1 Abl inh | DNMT1 block | STEP block
C[n+]1cccc(C(=O)[O-])c1 | i | i | 1 | 5 | -3 | -3 | -1.4 | 0 | 2 | 3
COc1ccc(CCNC(=O)c2cccc(NS(=O)(=O)c3ccccc3F)c2)cc1OC | i | i | -7 | 6 | -2 | 0 | 0.6 | 0 | -1 | 1
COc1cc(/C=C2/C(=O)ON=C2c2ccccc2)ccc1O | i | i | -7 | 2 | 4 | 9 | -0.8 | 3 | 8 | 1
O=C(COC(=O)c1ccc(O)cc1O)NC(=O)Cc1ccccc1 | i | i | -7 | 3 | -8 | 1 | -1.4 | 3 | -2 | -2
C1CN=C(NC23CC4CC(CC(C4)C2)C3)C1 | i | i | -3 | 0 | 6 | 0 | -0.8 | 2 | -8 | 2
CCOc1ccc(C(=O)Nc2ccc(N3CCCC3)cc2)cc1 | i | i | -3 | -9 | 35* | 0 | 5.0 | -5 | 80* | 0
Cc1cccc(C)c1OCc1cc(C(=O)N2CCCCCCC2)no1 | i | i | -4 | -5 | -11 | -5 | 0.8 | -2 | 1 | 1
Cc1cc(NC(=O)COC(=O)Cn2c(C)csc2=O)ccc1Br | i | i | -8 | 3 | 0 | 0 | 0.0 | 3 | -2 | 0
COc1ccc2cc(C3=CC(=O)C[C@H](c4ccc5c(c4)OCO5)C3)ccc2c1 | i | i | -11 | -3 | -4 | -2 | 4.2 | -2 | -6 | 4
O=C(c1c(F)cccc1F)N(Cc1cccs1)C1CCCC1 | i | i | -5 | 3 | -1 | 4 | 1.1 | 2 | 0 | -2
CCOC(=O)C1=C(C)N(C[C@@H]2CC[C@@H](Cc3ccc4cc(OC)ccc4c3)O2)C(=O)NC1c1ccccc1 (stereo partly drawn) | i | i | -7 | -3 | 4 | -5 | 4.2 | 0 | -11 | 0
C=C(C)COc1ccc(-c2ncnc(C(F)(F)F)c2-c2ccc(OC)cc2)c(O)c1 | i | i | -18 | -4 | -11 | 3 | 3.9 | 4 | 6 | -1
Cc1cc(C)c2c(CN3CC(C)OC(C)C3)cc(=O)oc2c1C (stereo not drawn) | i | i | -6 | 1 | 0 | -2 | -0.7 | 0 | -1 | 1
CCCCn1c(N)c(N(CC(C)C)C(=O)CCCSc2nncs2)c(=O)[nH]c1=O | i | i | 4 | 5 | 0 | 0 | 0.3 | -1 | -1 | -1
CCn1c(/C=C2\C(=O)Nc3ccccc32)nc2ccccc2c1=O | i | i | 2 | -15 | 3 | -7 | 0.3 | -6 | -5 | -4
O=C(NCCc1ccccc1)C1CCN(C2CCN(Cc3ccco3)CC2)CC1 | i | i | -10 | 1 | -8 | 4 | -1.2 | -2 | 0 | 1
CCCC(=O)Nc1ccc2c(c1)Cc1ccccc1-2 | i | i | -8 | 1 | -10 | -4 | -0.6 | -1 | 3 | 0
Cc1cc(Cl)c2oc(C(=O)NCCN3CCCCC3CO)c(C)c2c1 (stereo not drawn) | i | i | -5 | 6 | -3 | 1 | 0.1 | 0 | -2 | 2
O=C(Nc1ccccc1Cl)/C(Cl)=C(\Cl)S(=O)c1ccccc1 (stereo not drawn) | i | i | -15 | 10 | 8 | 6 | -0.5 | 2 | 14 | 1
COC(=O)CCNC(=O)Cn1cnc2sc3c(c2c1=O)CCCC3 | i | i | -1 | 5 | 0 | -1 | -0.7 | -2 | 2 | -1
COc1ccc(NC(=O)C2CCN(S(=O)(=O)c3ccc4c(c3)NC(=O)CO4)CC2)cc1 | i | i | -3 | 0 | 5 | -2 | -0.6 | 1 | 2 | -2
Cc1cc(C)c(CN2CCN(C(=O)Cn3ccc(NC(=O)OCc4ccccc4)nc3=O)CC2)c(C)c1 | i | i | -11 | 5 | 9 | -6 | 0.8 | 5 | 19 | 0
NC(=S)N=Nc1c(O)n(CCCl)c2ccc(Cl)cc12 | i | i | -9 | -9 | -2 | 1 | 0.3 | -1 | -4 | 7
O=S(=O)(c1ccccc1)N1CCNCC1 | i | i | -7 | 0 | -5 | 1 | -4.7 | 0 | 1 | -2
CC1=C(C(=O)OCCOC(C)C)C(c2cc3c(cc2Br)OCO3)C2=C(CCCC2=O)N1 (stereo not drawn) | i | i | -3 | -4 | 5 | -13 | -0.3 | -6 | 0 | -2
COc1ccccc1C1CC(c2ccc(Cl)cc2Cl)Nc2nc(N)nn21 (stereo not drawn) | i | i | 0 | 5 | 5 | -3 | 0.3 | -1 | 3 | 3
Cc1nn(Cc2ccc(Cl)cc2Cl)c(C)c1NC(=O)c1nn(C)cc1Cl | i | i | -6 | 4 | 1 | 1 | 0.9 | 4 | 2 | -5
O=S(=O)(Nc1nc2ccccc2nc1Nc1ccc2c(c1)OCCO2)c1cccs1 | + | x | -4 | 12 | 7 | 51* | 1.7 | 2 | -26 | -5
c1ccc(N=NN2CCOCC2)cc1 | i | i | x | 0 | 2 | 0 | -2.6 | -2 | 3 | 0
Cc1ccc(C2(c3ccccc3)NC(=O)N(CC(=O)N3CC(=O)Nc4ccccc43)C2=O)cc1C (stereo not drawn) | i | i | -7 | 6 | 2 | -2 | -0.5 | 3 | -4 | -1
O=C(O)c1cccc(N2C(=O)CSC2c2ccccc2)c1 (stereo not drawn) | i | i | -6 | -2 | -7 | -2 | 0.1 | -1 | -1 | 1
C[C@H]1CN([C@@H](C)CO)C(=O)Cc2cc(NS(=O)(=O)c3ccc(Cl)cc3)ccc2O[C@@H]1CN(C)C(=O)Nc1cccc2ccccc12 | i | i | 33 | -7 | 4 | 0 | -0.5 | 2 | -6 | 0
COc1cc(NC(=O)c2cc([N+](=O)[O-])ccc2NC(=O)CNC2CCCCC2)cc(OC)c1 | i | i | 4 | -25 | -1 | -8 | 3.1 | -2 | -2 | -2
CCOP(=O)(OCC)C(NC(=O)Nc1ccc(Cl)c(Cl)c1)C(N)=O (stereo not drawn) | i | i | 3 | 1 | -8 | -15 | -1.9 | 4 | 1 | -2
COc1ccc(N2CCN(C(c3cccc(OC)c3OC)c3nnnn3C3CCCC3)CC2)cc1 (stereo not drawn) | i | i | 13 | -1 | 5 | -3 | 0.0 | -2 | -6 | 1
COc1cccc(NC(=O)C2CCN(S(=O)(=O)c3ccc4c(c3)N(C(C)=O)CCO4)CC2)c1 | i | i | -1 | 3 | -9 | -4 | -0.6 | 1 | 3 | 4
Cc1ccc2nc(-c3ccc(C#N)cc3)c(Cc3ccccn3)n2c1 | x | i | x | 0 | -3 | -2 | -2.3 | -2 | 23 | -2
CCOc1ccc(NC(=O)c2cc(F)c(F)cc2Cl)cc1OCC | i | i | -5 | 2 | -3 | 8 | 0.3 | -1 | 5 | 0
C[C@H]1CN([C@@H](C)CO)C(=O)CCCn2cc(nn2)CO[C@@H]1CN(C)C(=O)NC1CCCCC1 | i | i | x | 4 | -2 | 7 | -1.4 | 6 | 4 | -2
CN1C(CC(=O)Nc2ccc(Cl)cc2Cl)c2ccccc2CC1(C)C (stereo not drawn) | i | i | -7 | -1 | -2 | 1 | -1.2 | -3 | 1 | -2
O=C(CCc1ccccn1)N1CCCC(N2CCN(c3ccc(F)cc3)CC2)C1 (stereo not drawn) | i | i | -2 | 3 | 7 | 2 | 1.0 | -1 | 1 | -1
COc1ccc(C(=O)NC23CC4CC(CC(C4)C2)C3)cc1 | i | i | -10 | 1 | -15 | -2 | -1.9 | 5 | 3 | 1
Cn1c(NCCN2CCCC2)nc2cc(-c3ccccc3)sc2c1=O | i | i | x | -52 | -7 | -3 | -0.3 | -5 | 0 | 3
CC(=O)NC1=NN(C(C)=O)C(c2ccc(C(C)C)cc2)S1 (stereo not drawn) | i | i | -40 | 0 | 2 | 4 | -1.7 | -1 | 1 | -1
CCC(C)n1c(SCC(=O)NC(=O)c2cccn2C)nc2ccccc2c1=O (stereo not drawn) | i | i | -5 | -1 | 16 | 1 | 0.9 | -1 | -7 | 1

Continued, overlapping the part above by 5 compounds.
SMILES | Neddyl block | Rpn11 block | Scp1 inh | SUMO1 PPI mod | NadD block | CSN inh | LMPTP block | Rin1 Abl inh | DNMT1 block | STEP block
O=C(CCc1ccccn1)N1CCCC(N2CCN(c3ccc(F)cc3)CC2)C1 (stereo not drawn) | i | i | -2 | 3 | 7 | 2 | 1.0 | -1 | 1 | -1
COc1ccc(C(=O)NC23CC4CC(CC(C4)C2)C3)cc1 | i | i | -10 | 1 | -15 | -2 | -1.9 | 5 | 3 | 1
Cn1c(NCCN2CCCC2)nc2cc(-c3ccccc3)sc2c1=O | i | i | x | -52 | -7 | -3 | -0.3 | -5 | 0 | 3
CC(=O)NC1=NN(C(C)=O)C(c2ccc(C(C)C)cc2)S1 (stereo not drawn) | i | i | -40 | 0 | 2 | 4 | -1.7 | -1 | 1 | -1
CCC(C)n1c(SCC(=O)NC(=O)c2cccn2C)nc2ccccc2c1=O (stereo not drawn) | i | i | -5 | -1 | 16 | 1 | 0.9 | -1 | -7 | 1
Cc1ccn2c(=O)c(NC(=O)c3cccs3)c(C)nc2c1 | i | i | 3 | -7 | -3 | 0 | -1.2 | 1 | 1 | -2
Cc1ccc(C)c(OCCCCn2cnc3ccccc3c2=O)c1 | i | i | 0 | 2 | -2 | 0 | 1.8 | -4 | 0 | 1
COc1ccc(-n2nc(C(=O)NCC(=O)Nc3ccc(F)cc3)c3ccccc3c2=O)cc1 | i | i | 2 | -44 | -5 | 1 | 1.2 | 0 | -4 | 0
Cc1ccc(OCC(=O)Nc2cccc(O)c2)cc1C | i | i | -9 | -1 | -4 | -1 | 0.2 | 2 | -7 | -2
CCC(C)(C)NC(=O)c1cc(S(=O)(=O)N2CCCCC2)ccc1N1CCOCC1 | i | i | -2 | 2 | -6 | -2 | -0.4 | 0 | -6 | 2
Cc1cccc(OCCN2CCOCC2)c1C | i | i | -6 | 1 | 0 | 0 | -2.4 | 2 | 1 | -3
O=C(NCc1ccccc1)c1cc(C2CCCCN2S(=O)(=O)c2ccccc2)on1 (stereo not drawn) | i | i | x | 3 | -8 | 0 | -1.3 | -1 | -6 | -2
CN1CCc2c(sc(NC(=O)CS(=O)(=O)c3ccccc3)c2C(N)=O)C1 | i | i | -5 | 1 | -7 | 0 | -1.4 | 0 | 2 | 2
CN(C/C=C/c1ccccc1[N+](=O)[O-])Cc1ccccc1 | i | i | -2 | -9 | 1 | 3 | -1.6 | 1 | 5 | 1
COC(OC)c1ccnc(-c2ccc(OC(=O)c3ccc(F)cc3)cc2)n1 | i | i | -2 | -1 | -15 | 12 | 1.4 | -1 | -4 | -1
Cn1nnnc1-c1cc(Br)ccc1NC(=O)c1ccccc1 | i | i | -2 | -8 | -10 | 1 | -1.4 | -1 | 2 | -1
COc1ccc(S(=O)(=O)N2CCC(C(=O)NCC3CC3)CC2)cc1 | i | i | 4 | 1 | -3 | -2 | -0.3 | 3 | -1 | 0
